# From PubChem
# Kir21 block: blocks the mouse Kir2.1 inward-rectifier potassium channel | P35561 | HEK293-Kir2.1, FluxOR thallium flux fluorescence; stronger effect = lower value | B-score at 10 µM | 310,000 tested, 0.85% active;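 active = fluorescence ratio B-score at or below minus 3 SD of library scores, with starting-brightness B-score within 2 SD, cut at about -4.2 in these data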;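 note: channel flux triggered by added potassium and thallium sulfate stimulus; B-score of peak minus minimum fluorescence over baseline after thallium stimulus; more negative B-score means stronger Kir2.1 block with less thallium influx; some compounds called inactive have numbers as strong as hits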
# Target sequence (P35561 whole entry, looked up): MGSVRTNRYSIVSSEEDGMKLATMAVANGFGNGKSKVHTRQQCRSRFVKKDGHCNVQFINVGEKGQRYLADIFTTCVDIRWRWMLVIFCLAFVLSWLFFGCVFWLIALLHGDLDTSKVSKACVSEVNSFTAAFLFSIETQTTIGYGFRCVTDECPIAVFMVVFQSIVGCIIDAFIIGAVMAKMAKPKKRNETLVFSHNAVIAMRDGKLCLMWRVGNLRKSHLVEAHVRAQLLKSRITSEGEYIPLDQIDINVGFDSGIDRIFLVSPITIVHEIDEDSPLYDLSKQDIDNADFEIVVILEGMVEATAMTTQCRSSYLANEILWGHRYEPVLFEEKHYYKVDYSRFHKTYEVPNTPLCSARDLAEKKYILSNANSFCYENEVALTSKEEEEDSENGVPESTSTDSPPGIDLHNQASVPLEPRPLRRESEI
# CHT inh: inhibits the human high affinity choline transporter; CHT-expressing cells, membrane potential dye, choline response; stronger effect = lower value; B-score at 10 µM; 310,000 tested, 0.86% active; AID 488975;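 active = B-score over 3 SD under the library average, and starting fluorescence ratio not unusually high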;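 note: choline stimulus applied at its EC90 after an EC20 pre-addition; B-score computed on integrated fluorescence ratio after choline addition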
# Target sequence (Q9GZV3 whole entry, looked up): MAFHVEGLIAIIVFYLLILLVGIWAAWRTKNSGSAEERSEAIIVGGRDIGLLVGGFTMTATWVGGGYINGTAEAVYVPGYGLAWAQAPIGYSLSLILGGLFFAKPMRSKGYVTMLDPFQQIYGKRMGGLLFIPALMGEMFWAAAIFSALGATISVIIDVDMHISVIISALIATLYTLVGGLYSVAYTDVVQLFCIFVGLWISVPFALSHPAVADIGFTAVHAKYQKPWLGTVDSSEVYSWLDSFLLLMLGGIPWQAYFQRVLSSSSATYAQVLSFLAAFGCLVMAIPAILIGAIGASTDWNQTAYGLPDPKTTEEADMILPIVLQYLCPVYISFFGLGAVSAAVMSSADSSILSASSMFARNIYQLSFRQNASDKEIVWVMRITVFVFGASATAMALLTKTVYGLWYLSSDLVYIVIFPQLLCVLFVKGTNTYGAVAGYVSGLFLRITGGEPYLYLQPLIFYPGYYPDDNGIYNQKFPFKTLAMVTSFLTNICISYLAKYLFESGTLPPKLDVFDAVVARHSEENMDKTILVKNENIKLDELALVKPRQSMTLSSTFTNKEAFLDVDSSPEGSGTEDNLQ
# * marks the source's active call; other numbers are inactive results; i = inactive; . = no result given.
Kir21 block,CHT inh,mol
0.15,i,CCCC(=O)Nc1ccc(-c2nc3cc(C)c(C)cc3o2)c(O)c1
1.1,i,CCO[C@H]1OC(C(N)=O)=C[C@@H](c2csc3ccccc23)[C@@H]1CCCO
0.8,i,Nc1c(N(CCC2=CCCCC2)C(=O)c2ccc([N+](=O)[O-])o2)c(=O)[nH]c(=O)n1Cc1ccccc1
0.13,i,CCn1cc(C(=O)NCCCN2CCC(C)CC2)c(=O)c2cc(S(=O)(=O)N3CCCC3)ccc21
1.2,i,CN(C)S(=O)(=O)c1ccc(N2CCCC2)c(C(=O)OCC(=O)NC2CCCCC2)c1
-0.41,i,CCC(C)NS(=O)(=O)c1ccc(S(=O)(=O)N2CC=C(c3ccc(F)cc3)CC2)cc1 (stereo unspecified)
-0.65,i,COc1ccc(/C=C(/C(=O)Nc2ccccc2C(=O)N2CCCC2)c2ccccc2)cc1
0.16,i,CC(C)c1ccc(NC(=O)CNS(=O)(=O)c2ccc(F)cc2)cc1
-0.91,i,CCOC(=O)N1CCN(C(=O)C2CCCN(S(=O)(=O)c3ccc(F)cc3)C2)CC1 (stereo unspecified)
1.6,i,Cc1[nH]c2ccccc2c1C(=O)COC(=O)Cn1cnc2ccccc21

# 6 compounds already listed, sorted by the number in Kir21 block, rising:
Kir21 block,CHT inh,mol
-0.91,i,CCOC(=O)N1CCN(C(=O)C2CCCN(S(=O)(=O)c3ccc(F)cc3)C2)CC1 (stereo unspecified)
-0.65,i,COc1ccc(/C=C(/C(=O)Nc2ccccc2C(=O)N2CCCC2)c2ccccc2)cc1
-0.41,i,CCC(C)NS(=O)(=O)c1ccc(S(=O)(=O)N2CC=C(c3ccc(F)cc3)CC2)cc1 (stereo unspecified)
0.15,i,CCCC(=O)Nc1ccc(-c2nc3cc(C)c(C)cc3o2)c(O)c1
1.1,i,CCO[C@H]1OC(C(N)=O)=C[C@@H](c2csc3ccccc23)[C@@H]1CCCO
1.6,i,Cc1[nH]c2ccccc2c1C(=O)COC(=O)Cn1cnc2ccccc21

# (more compounds)
Kir21 block,CHT inh,mol
-1.8,i,COCc1cc(C)n(CC(=O)NC(C)c2ccccc2)c(=O)c1C#N (stereo unspecified)
-0.4,i,Cc1ccc(NC(=S)NCCCN2CCOCC2)cc1C
-3.6,i,CCCCc1c(C)nc2ccccc2c1SCCC#N
0.24,i,CC(=O)c1c2c3c(c(Br)ccc3n(C)c1=O)C(=O)c1ccccc1-2
-1.4,i,CCCc1cc(C(=O)Nc2cc(C)nn2-c2ccccc2)no1
0.76,i,Cc1ccc(SCCNC(=O)/C=C/c2ccc([N+](=O)[O-])cc2)cc1
-0.84,i,C=CCn1c(=O)c2c(nc3n2CCN3c2cccc(Cl)c2C)n(C)c1=O
0.49,i,CSc1cccc(NC(=O)CSc2ncccc2C(=O)Oc2cccc([N+](=O)[O-])c2)c1
-0.84,i,COc1cccc(N2C(=O)Nc3ccc(Br)cc3C2(O)C(=O)NCCCN(C)C)c1 (stereo unspecified)
0.49,i,CC1=CC=CC2=NC(=O)CC(C)(C(=O)N(CC(=O)NC(C)C)C3CCCC3)N12 (stereo unspecified)
-10*,i,NC(N)=Nc1nc(-c2ccccc2)c2cc(Cl)ccc2n1
0.35,i,OCC1(CC2CCCCO2)CCN(Cc2ccccc2-c2ccco2)CC1 (stereo unspecified)
-1.4,i,Cc1ccc(S(=O)(=O)NCc2csc(-c3cccs3)n2)cc1
-0.34,i,CCC(c1nnnn1CCc1ccccc1)N(Cc1ccco1)Cc1cc2cc(C)cc(C)c2[nH]c1=O (stereo unspecified)
-1.2,i,COc1ccc(C2CC(=O)c3cnc(NC(=O)c4ccccc4)nc3C2)cc1OC (stereo unspecified)
-0.81,i,COc1ccc(N2CCN(CCNC(=O)c3ccc4c(c3)[nH]c(=S)n3c5ccccc5nc43)CC2)cc1
-0.41,i,COc1ccc(/C=C\C(=O)NCC(=O)N/N=C/c2cccc(OC)c2O)cc1
2,i,O=C(Nc1ccccc1Cl)c1cnccn1
1.3,i,COc1ccc(/C(C)=N/NC(=O)c2nnn(-c3nonc3N)c2-c2cccs2)cc1
0.21,i,CN(C)c1ccc(CNC(=O)C2CCN(S(=O)(=O)c3ccc4c(c3)CCC(=O)N4)CC2)cc1
1.7,i,CCCCCOc1ccc(C(=O)CCN2CCOCC2)cc1
-0.86,i,CCOc1ccc2ccccc2c1C(=O)NCC(c1ccc(N(C)C)cc1)N(C)C (stereo unspecified)
0.89,i,Cc1ccccc1OCC(=O)OC(C(=O)c1ccccc1)c1ccccc1 (stereo unspecified)
0,i,COc1ccc(/C=N/NC(=O)CN2CCCCCCC2)c(C)c1C
0.86,i,CC(C)COc1ccc(N)cc1OCC(C)C
-0.09,i,Cc1cccc(/C(N)=N/OC(=O)C23CC4CC(CC(C4)C2)C3)c1
1.2,.,Cc1cc(C)nc(SCSc2nc(C)cc(C)n2)n1
-0.07,i,Oc1ccc(C[C@@H]2CNCCN2CCc2cccc(F)c2)cc1
2.2,i,Cc1cc(N2Cc3ccccc3C2)ccc1C=O
-0.08,i,O=C(COC(=O)/C=C/c1ccco1)Nc1ccccc1
-0.6,i,COc1ccc(-c2cc3ccccc3n2CC(O)CN2CCCCC2)cc1 (stereo unspecified)
-1.4,i,Nc1nonc1-n1nnc(C(=O)N/N=C\c2ccncc2)c1CN1CCCCC1
-0.23,i,Cc1cc(=O)oc2cc(NC(=O)c3ccnn3C)ccc12
-0.22,i,Cc1cnc(C(=O)Nc2ccc(S(=O)(=O)N(C(C)C)C(C)C)cc2)cn1
1.3,i,COC(=O)c1cccc(C(=O)N2CCCC(C(=O)c3ccccc3OC)C2)c1 (stereo unspecified)
-1.5,i,CSc1cccc(NC(=S)NN(C)C)c1
-0.42,i,COc1ccccc1N1C(=O)CSC1=S
1.1,i,Cc1c(C(=O)O)nnn1-c1ccccc1
-1.3,i,CC1(C)Cc2nc(-c3ccccc3)nc(SCC(=O)N3CCCC3)c2CO1
1.5,i,O=C(OC1CCOC1=O)c1cccc(S(=O)(=O)N2CCc3ccccc3C2)c1 (stereo unspecified)
-1.1,i,COc1ccc(-c2noc(C3CCCN(C(=O)Nc4ccccc4F)C3)n2)cc1 (stereo unspecified)
-1.1,i,CCCCCN(C(=O)COC(=O)c1ccc(Br)o1)c1c(N)n(CCCC)c(=O)[nH]c1=O
2.4,i,CC1CN(CC(=O)NCc2ccc(F)cc2)CC(C)O1 (stereo unspecified)
-0.62,i,COc1ccccc1NC(=O)c1ccccc1NC(=O)c1cccs1
-1.2,i,COC(=O)c1cc(CN2CCN(c3ccccc3C)CC2)ccc1O
0.01,.,O=C(O)c1ccccc1NS(=O)(=O)c1ccc(NNC(=S)Nc2ccc(OC(F)F)cc2)c([N+](=O)[O-])c1
0.28,i,Cc1ccc(NC(=O)CCCSc2ccccc2)cc1S(=O)(=O)N1CCOCC1
-2.2,i,Cc1cccc(-n2c(=O)cc(N3CCN(c4ccc(F)cc4)CC3)[nH]c2=O)c1
-1.4,i,O=C(Cc1ccc([N+](=O)[O-])cc1)NCc1ccccn1
.,i,COc1cccc(NC(=O)Nc2ccc3c(c2)nnn3C)c1

# Carrying on:
Kir21 block,CHT inh,mol
0.08,i,CCOc1cc(CC(=O)N[C@@H](CC(C)C)c2ccccc2N2CCCCC2)ccc1C(=O)O
-1.7,i,CN(Cc1ccccc1F)C(=O)c1ccc2c(=O)n3c(nc2c1)CCC3
-1,i,S=c1[nH]nc(-c2ccncc2)n1/N=C/c1cccc(Cl)c1
-0.93,i,O=C(NCc1ccccc1)N1CCOc2ccccc21
1.5,i,Cc1c(Cc2ccccc2)c(=O)oc2cc(OCC(=O)NCC(O)c3ccccc3)ccc12 (stereo unspecified)
1.1,i,Cc1ccccc1C(=O)Nc1cccc(NC(=O)c2ncn[nH]2)c1
-0.01,i,O=C(NCc1ccco1)C(c1ccccc1)N(C(=O)Cc1cccs1)c1cccnc1 (stereo unspecified)
-0.08,i,Cc1cc(NC(=O)CSc2nnc(CNC(=O)c3c(F)cccc3F)o2)no1
0.44,i,CCOC(=O)c1ccc(NC(=S)N2CCSC2c2c(F)cc(F)cc2F)cc1 (stereo unspecified)
-0.17,i,CC(OC(=O)CNC(=O)c1cccs1)C(=O)Nc1ccc(S(N)(=O)=O)cc1 (stereo unspecified)
-1.7,i,COc1ccc2cc(C(=O)N3CCCCCC3)sc(=O)c2c1OC
0.19,i,Cc1nc(NC(=O)c2ccccc2)sc1-c1csc(Nc2cccc(Cl)c2)n1
1.2,i,CC(=O)NC(N(C#N)c1nc(Cl)nc(N(C)C)n1)C(Cl)(Cl)Cl (stereo unspecified)
-0.51,i,Cc1ccc(C(=O)O)cc1NC(=O)C1=CSCCO1
-1.6,i,CSc1ccccc1NC(=O)CN(C)Cc1cccc(Cl)c1
1,i,Cc1ccc(CN2CCN(Cc3cnc(C)s3)CC2CCO)o1 (stereo unspecified)
-0.92,i,O=C(CN(C(=O)Cn1nnc(-c2ccc(F)cc2)n1)c1cccc(F)c1)NC1CCCC1
0.94,i,CC(=O)NCCNC(=O)c1ccc(CSc2ccc(Cl)cc2)cc1
-0.21,i,N#Cc1ccc(-c2csc(-c3ccno3)n2)cc1
-1.7,i,CC(=O)c1cccc(OCCN2C(=O)NC(C)(C)C2=O)c1
-2.3,i,Cc1ccc(CNS(=O)(=O)c2ccc3c(c2)NC(=O)CS3)cc1
-0.52,i,CCN(CC(=O)Nc1c(F)cccc1F)C(=O)COc1ccc2c(c1)CCC2
-0.01,i,CCC(SC1=Nc2ccccc2C2=NC(CC(C)C)C(=O)N12)C(=O)Nc1ccc2c(c1)OCO2 (stereo unspecified)
-2.4,i,O=C(CSc1nnc2c(n1)[nH]c1ccc(F)cc12)N1CCOCC1
0.52,i,Cc1nn(CC(=O)NCCCN2CCCCC2)c(=O)c2cccn12
-0.35,i,C#CCOCCOCCOCCNc1nc(N2CCN(C(=O)[C@H](Cc3cc4ccccc4[nH]3)n3cc([C@@H](N)C(C)CC)nn3)CC2)nc(N2CCN(C(=O)[C@H](Cc3cc4ccccc4[nH]3)n3cc([C@@H](N)CC(C)C)nn3)CC2)n1 (stereo partly specified)
0.62,i,COc1cccc(C(=O)Nc2c(C(N)=O)oc3ccccc23)c1
-1.5,i,CCC(=O)Nc1c(C#N)c2nc3ccccc3nc2n1-c1ccccc1C
0.47,i,O=C(CSc1nnc(SCC(=O)c2ccco2)s1)c1ccco1
-0.13,i,Cc1c(C(N)=O)sc2ncn(CC(=O)N3CCC(C)CC3)c(=O)c12
-0.34,i,COc1ccc(-c2c[nH]c(=O)[nH]c2=O)cc1OC
0.92,i,CC(C)C(C(=O)NCc1ccccc1)N(CC1CCCO1)C(=O)CNS(=O)(=O)c1ccccc1 (stereo unspecified)
-2.1,i,Cc1ccccc1OCCNC(=O)c1ccccc1Sc1ccccc1C#N
-1.1,i,CCCCNC(=O)CCCCCNS(=O)(=O)c1ccc(Br)cc1
-1.2,i,CCN1CCc2c(sc(NC(=O)c3cc4ccccc4cc3OC)c2C(N)=O)C1
1,i,O=C(NC1CCCC1)C1c2ccccc2C(=O)N1C1CCCCC1 (stereo unspecified)
0.05,i,CCC(C)NC(=O)Cn1nc(C(F)(F)F)c2c1CCC2 (stereo unspecified)
-0.34,i,Cc1sc2c(c1C)c(=O)n(-c1ccc(Cl)cc1)c(=O)n2Cc1cc(=O)n2ccccc2n1
0.49,i,Cc1cc(C)nc(SCC(=O)Nc2ncc(C(F)(F)F)cc2Cl)n1
-0.74,i,Cc1ccc(-c2cc(C(=O)NC3=NCCS3)c3cc(Br)ccc3n2)o1
2,i,Cn1c(SCC(=O)OCc2ccccc2)nnc1-c1ccco1
1.5,i,O=C(Nc1ccccc1C(=O)NCc1ccco1)c1ccco1
-0.03,i,CCCCOc1ccc(C2OC34CCCCC3C(C#N)(C#N)C2(C#N)C(=N)O4)cc1 (stereo unspecified)
0.92,i,COc1ccc(-n2c(Cc3cccn3C)nnc2SCC(=O)Nc2cccc(NC(C)=O)c2)cc1
0,i,CCN(CC)CCNC(=O)c1cc2c(=O)n(C)c3ccccc3c2n1C
0.76,i,CCSCCOC(=O)C1=C(C)NC2=C(C(=O)CCC2)C1c1coc2ccccc2c1=O (stereo unspecified)
0.2,i,COC(=O)c1ccccc1NC(=O)N1c2ccccc2CC1C (stereo unspecified)
-0.68,i,CCc1ccc(Nc2ccc(C(N)=O)cc2[N+](=O)[O-])cc1
0.55,i,Fc1cccc(CSc2ccc3nnc(-c4ccccn4)n3n2)c1
0.83,i,Cc1ccc(CC(=O)N2CCN(C(=O)C3CCCO3)CC2)cc1 (stereo unspecified)

# By substructure, those above containing bromine (5)
Kir21 block,CHT inh,mol
0.24,i,CC(=O)c1c2c3c(c(Br)ccc3n(C)c1=O)C(=O)c1ccccc1-2
-0.84,i,COc1cccc(N2C(=O)Nc3ccc(Br)cc3C2(O)C(=O)NCCCN(C)C)c1 (stereo unspecified)
-1.1,i,CCCCCN(C(=O)COC(=O)c1ccc(Br)o1)c1c(N)n(CCCC)c(=O)[nH]c1=O
-1.1,i,CCCCNC(=O)CCCCCNS(=O)(=O)c1ccc(Br)cc1
-0.74,i,Cc1ccc(-c2cc(C(=O)NC3=NCCS3)c3cc(Br)ccc3n2)o1

# (cont.)
Kir21 block,CHT inh,mol
-0.07,i,Cc1ccc(NS(=O)(=O)c2cc(C(=O)NCc3ccncc3)ccc2C)cc1
0.42,i,CCOCCCNC(=O)c1ccccc1SC
-1.5,i,COC(=O)c1sccc1NC(=S)N1CCCCC1
-1.3,i,CC1=C(C(=O)Nc2ccccc2)C(c2cccs2)NC(=O)N1 (stereo unspecified)
-0.24,i,O=C(OCC(=O)N1CCN(C(=O)COC(=O)c2ccncc2)CC1)c1ccncc1
-0.47,i,O=C(c1ccc(F)cc1)C1CCN(Cc2cn[nH]c2-c2ccc(F)cc2)CC1
0.56,i,COc1cccc(C2CC(c3ccccc3Cl)Nc3nc(N)nn32)c1 (stereo unspecified)
